mcGAS inh = mouse cGAS inhibition by luminescence; recombinant cGAS, Kinase-Glo ATP depletion luminescence; Q8C6L5; 0.15% of 160,000 active; inhibition, % at 12.5 µM;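 further: 0% = negative control wells and 100% = reference inhibitor with no enzyme activity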
hcGAS inh = human cGAS inhibition; 0.081% of 290,000 active; recombinant h-cGAS, ATP depletion, Kinase-Glo luminescence; Q8N884; inhibition, % at 12.5 µM;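 further: 0% = vehicle reaction and 100% = reaction without DNA for no activity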
Target sequence (Q8N884 whole entry, looked up): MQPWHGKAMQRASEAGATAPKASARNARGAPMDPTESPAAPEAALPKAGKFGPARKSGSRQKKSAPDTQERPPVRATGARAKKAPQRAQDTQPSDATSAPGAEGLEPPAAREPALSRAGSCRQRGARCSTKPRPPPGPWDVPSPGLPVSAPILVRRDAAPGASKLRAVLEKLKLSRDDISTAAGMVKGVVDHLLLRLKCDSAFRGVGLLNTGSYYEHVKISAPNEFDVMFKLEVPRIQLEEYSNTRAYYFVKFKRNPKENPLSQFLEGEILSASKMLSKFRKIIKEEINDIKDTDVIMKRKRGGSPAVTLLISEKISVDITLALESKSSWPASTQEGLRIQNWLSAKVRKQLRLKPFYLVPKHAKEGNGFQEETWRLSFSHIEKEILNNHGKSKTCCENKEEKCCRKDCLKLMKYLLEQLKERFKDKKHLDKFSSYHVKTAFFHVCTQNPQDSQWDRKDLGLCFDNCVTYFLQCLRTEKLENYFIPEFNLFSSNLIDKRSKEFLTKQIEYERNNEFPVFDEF
NPYLR7 ag = mosquito NPYLR7 agonism; HEK293T NPYLR7/Galpha15, GCaMP6s calcium fluorescence; activation, % at 10 µM; 0.15% of 270,000 active; AID 1259423; in the data active means activation above about 40%;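 further: 0% = vehicle and 100% = reference agonist at the receptor; some compounds past the cut are filed as inactive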
* hit, by the source's call; . = no result given; & = joins results of further samples. Unless noted, no stated cut-off is given here; in the data, active means inhibition above about 40%; inactive means the rest.

SMILES	mcGAS inh	hcGAS inh	NPYLR7 ag
Cc1ccc(-n2nc(C)c3c2NC(=O)CC3c2ccncc2Cl)cc1 (stereo not drawn)	-17	-9	4
CCc1nc2ccc(C(=O)Nc3ccc4c(c3)OCC(=O)N4)cn2c1N(C)CCCc1ccccc1	-2	-5	11
CCCn1cc(C(=O)Nc2nccs2)c2nn(-c3ccccc3)c(=O)c-2c1	-9	-5	5
CCOc1ccc(CN(CC)C(=O)c2ccc3c(=O)n4c(nc3c2)CCC4)cc1OC	-7	-5	-2
COc1ccccc1C1CC(c2cc(C)ccc2C)=NN1C(=O)CN1CCCCC1C (stereo not drawn)	-3	0	-1
COc1ccc(F)c(-c2nc(CN(CC3CCC(=O)N3)C(C)C)c(C)o2)c1 (stereo not drawn)	.	3	-4
CCN(CC(=O)N1N=C(c2ccc(OC)c(OC)c2)CC1c1ccc(C)cc1)C1CCCCC1 (stereo not drawn)	-6	-8	0
O=c1oc2ccc(Br)cc2cc1-c1nc2ccccc2s1	-8	-7&2	23&20
CCCCCCCCCCn1c(=O)c2c(nc3oc(C)c(C)n32)n(C)c1=O	-7	2	8
N#CC1(NC(=O)c2ccc3ccccc3c2)CCCCC1	.	-7	-23
COc1ccc(OC)c(CN2CCN(Cc3ccccc3F)C(CCO)C2)c1 (stereo not drawn)	.	-1	-3
CSc1ccc(-c2nc(CN3CCN(c4ncccn4)CC3)c(C)o2)cc1	-2	-1	3
Cc1cc(C(F)(F)F)c(C#N)c(=S)[nH]1	-4	-9&-1	11&4
CC(C)(C)c1cn2nc(N3CCCC(C(=O)Nc4ccccc4)C3)sc2n1 (stereo not drawn)	.	-10	8
Cc1cccc(CN2CCN(C(=O)c3ncccc3O)C(C)C2=O)c1 (stereo not drawn)	-2	-3	.
CSc1ccc(NC(=O)N2CCN(C(=O)CN3CCc4sccc4C3c3cccc(F)c3)CC2C)cc1 (stereo not drawn)	-7	-5	12
CC(C)(C=O)Cc1cc(C(C)(C)C)c(O)c(C(C)(C)C)c1	-5	-8	7
CCN1CC(C)C(NS(=O)(=O)N2CCOC(C)C2)C1 (stereo not drawn)	-12	-5	9
CS(=O)(=O)N1CCCC(C(=O)Nc2nc(-c3cc(Cl)sc3Cl)cs2)C1 (stereo not drawn)	.	-2	-3
CCN(CC)CC1CCN(CC(=O)Nc2nc(-c3ccc(C)c(C)c3)cs2)C1 (stereo not drawn)	.	-10	10

The closing 2 compounds of the part before open the next one:
SMILES	mcGAS inh	hcGAS inh	NPYLR7 ag
CS(=O)(=O)N1CCCC(C(=O)Nc2nc(-c3cc(Cl)sc3Cl)cs2)C1 (stereo not drawn)	.	-2	-3
CCN(CC)CC1CCN(CC(=O)Nc2nc(-c3ccc(C)c(C)c3)cs2)C1 (stereo not drawn)	.	-10	10
CCN(CC)c1ccc(N2C(=O)/C(=C/c3ccc([N+](=O)[O-])cc3)C=C2c2ccccc2)cc1	-3	-3	-1
CC(Nc1ccc(Cl)c(C#N)n1)C(=O)N1CCCCC1C (stereo not drawn)	.	0&-9	-4&0
O=C(NC1CCCc2c1cnn2-c1ccccn1)C1(N2CCCCC2)CCCCC1 (stereo not drawn)	-12	-11	2
CC(C)C[C@H]1CN(c2cncc(C(=O)N3CCOCC3)n2)CC[C@@]1(C)O	-12	-6	1
COc1ccc2c(c1)CCc1cc(CCC(=O)NCC3CCCO3)n(CCc3cccc(F)c3)c1-2 (stereo not drawn)	-10	-2	0
C=CCCC(=O)N[C@H]1CC[C@@H]2SC[C@@H](C(=O)O)N2C1=O	.	-8	14
CC(=O)Nc1cccc(-c2nc3ccccc3c(=O)o2)c1	-5	-2	-6
COCCNC(=O)C(NC(=O)C1CCCC1)C1CCN(C(=O)c2ccc3c(c2)OCO3)CC1 (stereo not drawn)	-6	-11	32
O=C(NCC1CCN(Cc2ccccc2F)C1)c1ccncc1Cl (stereo not drawn)	-12	-4	4
O=C(c1cccs1)N1CCSC12C(=O)N(Cc1ccccc1Cl)c1ccc(F)cc12 (stereo not drawn)	-1	-3	-3
CC1(C)CC(=O)c2sc(NC(=O)c3ccc([N+](=O)[O-])s3)nc2C1	.	-1	8
CCN(CC)P1(=Nc2ccccc2OC)C(=C2N(C)c3ccccc3C2(C)C)C=NN1C (stereo not drawn)	.	1	-3
COc1cc2nc(NC(=O)C3CCOCC3)sc2cc1OC	.	-15	0
CCCN(CC(=O)N1CC(=O)N(c2cccc(C)c2)C1)S(=O)(=O)c1c(C)cc(C)cc1C	-5	-9	18
CN(Cc1cc(-c2cccs2)n[nH]1)C(=O)Cc1cn2ccsc2n1	.	-4	-5
Cc1nc2c(Cl)cc(Cl)cc2c(=O)o1	3	10	6
CCCNC(=O)N1CCC2(CC1)NC(CC(C)C)C(=O)N2CCc1ccccn1 (stereo not drawn)	.	-3	18
Cc1ccc(C2=NN(C(=O)CN3CCC4(CC3)OCCO4)C(c3cccc(F)c3)C2)c(C)c1 (stereo not drawn)	-4	-4	-1
FC(F)(F)c1cc(-c2cccs2)nc(NCC2CCCO2)n1 (stereo not drawn)	.	0	-2
Cc1ccccc1CN1C(=O)C(C)(C)ON=C1c1ccco1	.	-6	10
CN1CCC2(CC1)CN(C(=O)c1[nH]nc(N)c1-c1ccccc1)CCN2C	0	-4	8
CCO[C@H]1CN(C)C[C@@H]1NC(=O)c1cc(COc2cccc(F)c2)[nH]n1	.	-6	-2
CCc1ocnc1C(=O)NC(C)c1cnc(N2CCCCCCC2)nc1C (stereo not drawn)	.	3	3
O=C1/C(=C/c2ccc(Cl)cc2)C=C(c2ccccc2)N1c1ccc(I)cc1	-5	-4	-6
CCCSc1nc2c(c(=O)n1-c1ccccc1OC)SCC2	.	-2	3
COC(=O)Cn1c(O)c(N=NC(=O)CNC(=O)c2cccnc2)c2ccccc21	1	-1	-7
COc1ccc(-n2nnc3c(=O)n(Cc4cccc(C)c4)cnc32)cc1	.	4	1
CCc1cccc2sc(N(Cc3ccccn3)C(=O)Cc3ccc(S(=O)(=O)CC)cc3)nc12	-1	0	-3
CCC(Nc1cccc(OC)c1)C(=O)N(C)Cc1cccc2cccnc12 (stereo not drawn)	.	-6	-5
CCn1ccnc1-c1nccn1CC1CCN(Cc2ccccc2)C1 (stereo not drawn)	.	-5	1
CC(=O)Nc1ccc(NC(=O)c2csc([C@@H]3C[C@H](O)[C@@H](CO)O3)n2)cc1	-7	-8	4
C=c1onc(-c2ccccc2)c1=c1[nH]/c(=C\c2ccc(SC)cc2)c(=O)o1	.	1	-3
N#CC(C#N)=c1c2nn(Cc3ccccc3)nc2c(=C(C#N)C#N)c2nn(Cc3ccccc3)nc12	-6	-6	0
COc1ccc(CN(CC2CCCO2)C(=O)c2cccc(F)c2)cc1OS(=O)(=O)c1ccc(F)cc1 (stereo not drawn)	-4	-2	15
O=S(=O)(O)C1=C(c2ccccc2)OC(c2ccccc2)=CS1(=O)=O	.	1&6	17&-8
COc1cccc(C(NC(=O)C2CC2c2ccncc2)c2nccn2C)c1 (stereo not drawn)	.	-12	3
CC(C)(C)C(=O)N1CCCC(OCc2ccc(OC(F)(F)F)cc2)C1 (stereo not drawn)	0	-2	-4
CC(=O)Nc1ccc(CN(C)Cc2cc3cc(F)ccc3[nH]2)cc1	-17	-4	8
O=C(Cn1c(CO)cnc1SCc1ccc(Cl)cc1Cl)NC1CCCC1	.	-8	7
Clc1ccccc1C1CC(c2ccc(Br)cc2)=Nc2nnnn21 (stereo not drawn)	.	-2	-7
FC(F)(F)c1cccc(-n2cnc3cnc(-c4cccc5ccccc45)cc32)c1	-8	-3	8
COc1ccc(C(=O)Nc2ccc3oc(-c4ccc(Cl)c(Cl)c4)nc3c2)cc1[N+](=O)[O-]	-5	33	-6
O=C(CCN(Cc1ccco1)c1nc(-c2ccccc2)nc2cc(Cl)ccc12)NCCN1CCOCC1	-10	-6	12
COC(C(=O)NCCc1noc(-c2ccccn2)n1)c1ccccc1 (stereo not drawn)	.	-6	2
CCOC(=O)NCCS(=O)(=O)N1CCN(c2ccccc2F)CC1	-8	-4	-1
CC(C)Sc1nc2ccc(Br)cc2[nH]1	-7	-7	-7
COc1ccc(C(=O)Nn2cnc3c(cnn3C(C)(C)C)c2=O)cc1OC	.	-11	3
COc1cn(CC(=O)Nc2ccc(F)cc2)c(CSc2nccn2C)cc1=O	-6	-1	-1
CCCc1cc(=O)[nH]c(N=C(N)Nc2ccccc2)n1	.	-5	2
COc1ccc(NC(=O)N(CC(=O)N(Cc2ccc(F)cc2)Cc2ccco2)CC(C)C)c(OC)c1	-5	-5	-9

Part of the list above, with values under each structure:
Each structure is followed by: mcGAS inh | hcGAS inh | NPYLR7 ag
- CC(C)Sc1nc2ccc(Br)cc2[nH]1
    -7 | -7 | -7
- COc1ccc(C(=O)Nn2cnc3c(cnn3C(C)(C)C)c2=O)cc1OC
    . | -11 | 3

Other structures
SMILES	mcGAS inh	hcGAS inh	NPYLR7 ag
COc1cn(CC(=O)Nc2ccc3c(c2)OCCO3)c(CSc2nc(C)cs2)cc1=O	-10	-8	-6
CCCCN(C=O)c1c(CC)nc2c(OCc3ccc(Cl)cc3)cccn12	-3	2	-3
CSc1[nH]c(=O)c(C(=O)N2CCC(C)C3CCCCC32)cc1C#N (stereo not drawn)	.	-8	5
Cc1ccc(-n2ncc3c(C)nn(Cc4ccccn4)c(=O)c32)c(C)c1	.	-6	2
CCCNC(=O)c1cc(NC(=O)c2cccc3ccccc23)ccc1N1CCCCC1	-4	-6	-2
CC1CCCCN1c1ccc2cccc(OCC(=O)Nc3ccc(C(N)=O)cc3)c2n1 (stereo not drawn)	.	-2	1
COc1cc(OC)cc(C(=O)N2CCCC(OCc3cccc(OC(F)(F)F)c3)C2)c1 (stereo not drawn)	.	6	-5
CNS(=O)(=O)c1cc(C(=O)NC(C)(C)c2nc(C)c(C)s2)ccc1F	-16	-11	9
Cc1ccc(O)c(NC(=O)c2cc3nc(-c4ccccc4)cc(C(F)(F)F)n3n2)c1	-4	-1	-9
CC(NC(=O)CN1CCCN(CC(=O)NC(C)(C)C)CC1)C1CC1 (stereo not drawn)	.	-5	9

Entries of single compounds, quoted from the list. Values in the order: mcGAS inh, hcGAS inh, NPYLR7 ag
CCCNC(=O)c1cc(NC(=O)c2cccc3ccccc23)ccc1N1CCCCC1 is listed as -4, -6, -2
Cc1ccc(-n2ncc3c(C)nn(Cc4ccccn4)c(=O)c32)c(C)c1 is listed as ., -6, 2
COc1cc(OC)cc(C(=O)N2CCCC(OCc3cccc(OC(F)(F)F)c3)C2)c1 (stereo not drawn) is listed as ., 6, -5

Looked up above:
CCCCN(C=O)c1c(CC)nc2c(OCc3ccc(Cl)cc3)cccn12 in mcGAS inh is listed with -3
Cc1ccc(O)c(NC(=O)c2cc3nc(-c4ccccc4)cc(C(F)(F)F)n3n2)c1 in hcGAS inh is listed with -1
CC(NC(=O)CN1CCCN(CC(=O)NC(C)(C)C)CC1)C1CC1 (stereo not drawn) in NPYLR7 ag is listed with 9
CC1CCCCN1c1ccc2cccc(OCC(=O)Nc3ccc(C(N)=O)cc3)c2n1 (stereo not drawn) in NPYLR7 ag is listed with 1
CNS(=O)(=O)c1cc(C(=O)NC(C)(C)c2nc(C)c(C)s2)ccc1F in NPYLR7 ag is listed with 9
COc1cc(OC)cc(C(=O)N2CCCC(OCc3cccc(OC(F)(F)F)c3)C2)c1 (stereo not drawn) in NPYLR7 ag is listed with -5
CCCNC(=O)c1cc(NC(=O)c2cccc3ccccc23)ccc1N1CCCCC1 in mcGAS inh is listed with -4

(listing goes on)
SMILES	mcGAS inh	hcGAS inh	NPYLR7 ag
CCC(C)NC(=O)COC(=O)COc1ccc2ccccc2c1 (stereo not drawn)	.	1	-5
CCOC1(OCC)C(C#N)(C#N)C(C)(c2ccccc2)C1(OCC)OCC (stereo not drawn)	.	0	7
Cc1ccc(NC(=O)N2CCCCC2CCN2CCCC2=O)c(C)c1 (stereo not drawn)	-10	-5	4
Cn1ncc(Cl)c1C(=O)NCc1cccnc1-n1cnc2ccccc21	-14	3	.

Screening results: PubChem BioAssay, Fisher Drug Discovery Resource Center
